Source: PubChem (several laboratories)
Tat transport – E. coli Tat export inhibitors, primary screen, MC4100, TorA-mCherry reporter, fluorescence, single point. inhibition, % at 10 µM. 340,000 tested, 0.036% active. AID 488895, 2010;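 active = mean replicate inhibition at least 50% and at least half of replicates individually reaching 50%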;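 also: exported cargo escapes ClpAP degradation while cytoplasmic cargo is degraded and loses fluorescence; 0% = median of neutral control wells and 100% = median of NaSCN control wells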
PKA-R1A act – activators of PKA-R1A holoenzyme, primary screen, biochemical, fluorescence polarization, Cy5-IP20, bovine R1A, mouse PKAc. cAMP-dependent protein kinase type I-alpha regulatory subunit (Bos taurus) + …. activation, % at 11.4 µM. PKA-R1A dissociation; scaled: DMSO 0%, 113 µM cGMP 100%. 340,000 tested, 0.083% active. AID 504707, 2011;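 active = percent activation above the mean of all tested compounds plus 3 SD, cut at about 19% in these data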;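 also: higher means more PKAc released from R1A so a rise in polarization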
Mot1-301 SUMO – yeast Mot1-301 growth rescue at high temperature, primary screen, SUMOylation pathway inhibitor project, S. cerevisiae, ATP luminescence, 38.5C; S. cerevisiae Mot1-301 growth rescue; percent above DMSO median, 100 means doubled; AID 2716, 2010; growth rescue, % at 18.8 µM; 320,000 tested, 1% active;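 active = every valid replicate shows activation above 250% relative to neutral control wells; inactive = the rest, any valid replicate at or below 250%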;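 also: OY570 slx delta 5 strain wells were the positive control but not used for scaling; some compounds called inactive have numbers as strong as hits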
PfHsp90 yeast 2 – growth inhibition of PfHsp90-expressing yeast, primary screen, antimalarial PfHsp90 inhibitor project, S. cerevisiae, BacTiter-Glo luminescence, single point, set 2; BacTiter-Glo ATP, 48 h; yeast lacking PDR1 and PDR3 efflux regulators; inhibition, % at 9.4 µM; 310,000 tested, 0.32% active;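 active = every replicate shows inhibition above about 80%, whatever the replicate mean, limit read from the data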;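 also: 0% = DMSO neutral controls and 100% = 20 µM radicicol positive controls; yeast relying on Plasmodium falciparum Hsp90 in place of its own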
MOR-DOR inv ag – inverse agonists of MOR-DOR heterodimerization, primary screen, cell-based, luminescence; inhibition, % at 9.3 µM; cell-based MOR-DOR heterodimer luminescence, inverse agonism; AID 504357, 2011; 340,000 tested, 0.21% active; Mu-type opioid receptor (Homo sapiens) + Delta-type opioid receptor (Homo sapiens), …; in the data active = inhibition above about 22%, passing the limit was not always enough;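 also: 0% = cells with DMSO and 100% = wells without cells with DMSO; values of inactives mirror those of a sister screen read the other way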
AddAB inh – growth inhibition of E. coli expressing H. pylori AddAB, primary screen, AddAB inhibitor project, absorbance; inhibition, % at 11.9 µM; 330,000 tested, 0.29% active; in the data active = inhibition above about 12%;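 also: 0% = vehicle wells of infected cells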
phage Ecoli inh – growth loss of phage-infected E. coli, primary screen, RecBCD inhibitor project, absorbance, with phage, HTS; inhibition, % at 11.9 µM; 360,000 tested, 0.26% active; in the data active = inhibition above about 11%
Ecoli viability – E. coli V3065 growth inhibition, primary screen, counter-screen for AddAB inhibitor project, absorbance, OD600; 18 h; inhibition, % at 11.9 µM; 330,000 tested, 0.27% active;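 active = inhibition above the campaign's mean inhibition across all tested compounds plus 3 SD, cut at about 9.9% in these data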;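 also: uninfected addAB+ strain grown without phage in ampicillin broth; 0% = DMSO wells and 100% = ciprofloxacin 0.95 µg/ml wells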
Arrestin-AP2 inh – inhibitors of beta-arrestin/AP2 binding, primary screen, biochemical, GPCR trafficking, flow cytometry; FITC-arrestin peptide / GST-AP2 beads; AP2 beta2 appendage carries R879A mutation; inhibition, % at 10 µM; 340,000 tested, 0.31% active; AID 504490, 2011;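 active = inhibition above a set limit, near 3 SD of compounds lacking own fluorescence, cut at about 54% in these data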;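 also: plate controls were DMSO wells for no effect and 5 µM unlabelled arrestin peptide for full effect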
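Material – GST-tagged AP2 beta2-adaptin appendage (R879A) on 4 µm glutathione beads · Probe or stimulus – fluorescein-tagged arrestin peptide at 50 nM final · Timing – 12 min plus 1 h, RT · Detection – bead flow cytometry, FITC channel · Read-out basis – inhibition as reduced fluorescein signal on beads, percent · Medium – PBS plus Tween 20 (0.05%) and BSA (0.1%)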
MOR-DOR ag – agonists of OPRM1-OPRD1 heterodimerization, primary screen, cell-based, luminescence | Mu-type opioid receptor (Homo sapiens) + Delta-type opioid receptor (Homo sapiens), … | cells | activation, % at 9.3 µM | 340,000 tested, 0.3% active | AID 504326, 2011; in the data active = activation above about 18%;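 also: 0% = vehicle-treated cells and 100% = reference agonist; values of inactives mirror those of a sister screen read the other way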
Pemphigus Ab inh – inhibitors of pemphigus antibody binding to DSG3, primary screen, biochemical, bead-based, flow cytometry, scFv-GFP | Desmoglein-3 (Homo sapiens), P32926 | DSG3-coupled beads, scFv-anti-DSG3-GFP binding; hits give low values | binding (percent of control), % at 10 µM | 310,000 tested, 0.48% active;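 active = binding more than 3 SD below its plate's average and above zero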;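 also: hits lower antibody fragment binding to DSG3; some compounds called inactive have numbers as strong as hits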
Target sequence (P32926 whole entry, looked up, the tested form may be a part): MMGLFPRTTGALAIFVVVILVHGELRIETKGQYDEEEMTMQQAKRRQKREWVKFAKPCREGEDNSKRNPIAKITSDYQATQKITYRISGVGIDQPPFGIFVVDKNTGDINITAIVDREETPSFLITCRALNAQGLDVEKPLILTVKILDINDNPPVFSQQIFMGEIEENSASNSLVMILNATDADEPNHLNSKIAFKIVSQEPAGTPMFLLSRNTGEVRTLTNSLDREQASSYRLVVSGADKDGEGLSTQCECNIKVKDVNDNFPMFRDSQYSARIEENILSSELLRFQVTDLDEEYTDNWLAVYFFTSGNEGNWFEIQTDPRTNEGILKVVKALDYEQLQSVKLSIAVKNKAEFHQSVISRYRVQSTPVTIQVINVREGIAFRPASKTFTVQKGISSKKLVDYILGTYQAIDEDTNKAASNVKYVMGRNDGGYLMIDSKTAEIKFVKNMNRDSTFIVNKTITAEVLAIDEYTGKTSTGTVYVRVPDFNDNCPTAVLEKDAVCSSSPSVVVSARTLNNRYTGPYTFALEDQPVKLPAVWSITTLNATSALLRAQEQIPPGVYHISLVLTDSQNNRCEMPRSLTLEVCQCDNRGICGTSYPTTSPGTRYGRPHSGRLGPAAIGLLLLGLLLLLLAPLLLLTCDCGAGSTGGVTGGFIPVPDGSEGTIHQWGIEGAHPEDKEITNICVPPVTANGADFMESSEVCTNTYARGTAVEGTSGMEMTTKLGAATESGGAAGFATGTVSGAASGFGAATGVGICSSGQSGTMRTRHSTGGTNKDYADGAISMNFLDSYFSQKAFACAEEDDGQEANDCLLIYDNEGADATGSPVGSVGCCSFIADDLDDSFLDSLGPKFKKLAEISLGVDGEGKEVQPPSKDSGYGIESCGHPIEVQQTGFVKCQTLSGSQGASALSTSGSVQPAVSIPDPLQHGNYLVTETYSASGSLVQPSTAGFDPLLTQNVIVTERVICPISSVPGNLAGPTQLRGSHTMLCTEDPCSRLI
* = called active by the depositor; x = not tested or not shown.

Results follow in this order: Tat transport, PKA-R1A act, Mot1-301 SUMO, PfHsp90 yeast 2, MOR-DOR inv ag, AddAB inh, phage Ecoli inh, Ecoli viability, Arrestin-AP2 inh, MOR-DOR ag, Pemphigus Ab inh
CCOC(=O)Cc1nnc(NC(=O)CSc2nncn2C)s1
 : -7, -1, 3, -4, -5, 0.9, -2.5, -1.0, 1, 0.8, 99
O=C(CC1C(=O)NCCN1C1CCCC1)NCc1cccc(OC(F)(F)F)c1 (stereo unspecified)
 : 1, -7, 3, 2, 5, 6.6, 1.0, 1.6, -14, -0.8, 105
CNc1nc(-c2ccc3c(c2)CCN3C(=O)c2ccc(F)cc2)cs1
 : 3, -13, x, -1, 2, x, 5.3, x, 18, -0.3, 105
CN1C(=O)N(CC(=O)N2CCN(S(=O)(=O)/C=C/c3ccccc3)CC2)C(=O)C12CCCCC2
 : -3, -10, -6, -24, 2, 0.4, -0.5, -2.0, -2, -0.5, 101
CCS(=O)(=O)NCCCc1ccccc1
 : -5, 5, 15, -7, 10, 2.8, 1.9, -2.0, 27, -1.5, x
COCCN(CCOC)C(=O)CN1C(=O)NC(Cc2c[nH]c3ccccc23)C1=O (stereo unspecified)
 : -3, 4, -6, 0, -7, -0.7, 0.1, -0.8, -1, 0.8, 99
Cc1cc(C)c(S(=O)(=O)N2CCCC(C(=O)NCCC3=CCCCC3)C2)c(C)c1 (stereo unspecified)
 : 6, -8, -7, 8, -1, -0.9, 0.5, -3.9, 24, 0.1, 101
Cc1ccc(S(=O)(=O)Nn2c(O)c(C=C3N=c4ccccc4=N3)sc2=S)cc1
 : -4, -10, -10, 6, -5, 2.0, 1.5, 4.1, 0, 1.0, 83
O=c1oc2ccccc2c2[nH]ccc12
 : -14, -15, -2, -3, 7, 4.5, 5.0, 2.8, 8, -1.4, 122
Cc1cccc(-n2nc3c(c2NC(=O)C2CC2)CS(=O)(=O)C3)c1C
 : 0, 1, 17, 15, 14, 4.4, 0.7, -1.6, 1, -2.8, 92
C=CCSc1n[nH]c(=O)n1-c1cccc(C(F)(F)F)c1
 : -4, 1, 26, 1, 17, -1.7, 2.6, -0.5, 0, -3.2, 107
CCCC(=O)Nc1cc(C)cn(Cc2c(F)cccc2Cl)c1=O
 : 10, -4, 1, 1, 7, -0.8, 1.1, -4.7, -3, -1.4, 117
O=C(/C=C/c1ccc(O)c(O)c1)OC1C(O)CC(OC(=O)/C=C/c2ccc(O)c(O)c2)(C(=O)O)CC1O (stereo unspecified)
 : 5, -5, -12, -62, 1, 1.6, -2.0, 0.8, 8, -0.2, 93
COC(=O)c1ccc(CSc2nc(N)cc(N)n2)cc1
 : -12, 7, -5, x, -1, 1.3, 5.9, 1.2, -14, 0.1, 128
Nc1nc(NCc2ccc(Cl)cc2)nc(NCCO)c1[N+](=O)[O-]
 : 2, -9, 3, 1, 8, -1.0, 2.8, -0.2, 3, -1.7, 114
COc1ccccc1C1CC(c2cccc(NS(C)(=O)=O)c2)=NN1S(=O)(=O)c1ccccc1 (stereo unspecified)
 : 8, -11, 27, 9, 10, 3.9, 2.6, 1.2, -10, -2.0, 217
Cc1cc(/C=C2/C(=O)N(C)C(=S)N2C)ccc1N1CCCC1
 : 0, -11, 1, -9, 5, 0.1, 3.6, 0.0, -21, -1.1, 245
O=C(C1CC1)N1N=C(c2ccccc2)CC1(O)C(F)(F)F (stereo unspecified)
 : 8, -6, 0, 2, -7, 4.1, 2.5, 1.0, -2, 1.6, 101
CCn1c(N)c(Br)c(=O)[nH]c1=O
 : -10, -9, -10, 29, 14, 0.6, 2.6, -2.0, 4, -2.7, 97
Cc1cc(C(=O)COC(=O)c2ccc3c(c2)OCO3)c(C)n1CC1CCCO1 (stereo unspecified)
 : -5, -10, x, -5, 5, -3.5, 1.6, -1.6, -9, -1.0, 105
O=[N+]([O-])c1cccc2nc3ccccc3c(NCCCn3ccnc3[N+](=O)[O-])c12
 : 2, 7, x, 14, 10, x, 16*, x, 38, -2.4, 89
O=C1N=C(N2CCOCC2)S/C1=C\c1ccc(-c2ccccc2Cl)o1
 : -2, -4, 154, -5, 13, 5.1, 0.0, -1.4, 18, -2.4, 108
COc1cccc(N2[C@@H](CC(C)=O)c3ccc(/C=C/C(C)=O)cc3S2(=O)=O)c1
 : -5, -5, 37, x, 10, 0.6, 1.4, -2.7, 4, -1.8, 104
COc1ccc(CN2CCN(C(=O)c3cc(C4CC4)nn3-c3ccccc3)CC2)cc1F
 : 0, -4, -8, -14, 4, 1.1, 1.4, 1.6, -1, -0.9, 93
CC(=O)c1ccc(COC(=O)c2cc3ccccc3oc2=O)cc1
 : 8, -4, 22, 10, 13, 1.5, 0.1, -1.0, 6, -2.7, 96
CC1CCC(=O)N(CCSc2ccccc2)CC1 (stereo unspecified)
 : 2, 4, 1, 5, 3, -1.0, 1.3, -0.2, 3, -0.6, 103
COc1cc(S(=O)(=O)N2CC(=O)Nc3ccccc32)ccc1NC(C)=O
 : -4, 16, 4, -30, 8, 0.6, 0.7, -0.2, -7, -1.4, 105
O=C(N=C1SC2CS(=O)(=O)CC2N1c1cccc(Cl)c1Cl)C1CCCO1 (stereo unspecified)
 : -3, -5, 6, 15, -3, 0.1, 1.9, -0.3, 25, 0.6, 104
COc1ccc(NC(=O)C2=C(C)NC(=O)NC2c2cccc(OC)c2OC)c(OC)c1 (stereo unspecified)
 : -1, 3, -12, -2, 8, -0.3, -0.5, -0.2, -12, -1.7, 100
COC(=O)c1c(C)[nH]c(C(=O)OCC(=O)N2c3ccccc3NC(=O)C2(C)C)c1C
 : -9, -12, -11, -12, 6, 3.2, 1.8, -0.9, -3, -1.1, 104

The list continues.
Results follow in this order: Tat transport, PKA-R1A act, Mot1-301 SUMO, PfHsp90 yeast 2, MOR-DOR inv ag, AddAB inh, phage Ecoli inh, Ecoli viability, Arrestin-AP2 inh, MOR-DOR ag, Pemphigus Ab inh
CN(C)S(=O)(=O)c1cccc(C(=O)Nc2cc(Cl)cc(Cl)c2)c1
 : -2, -8, 195, 2, -25, 2.8, 2.3, 1.1, 4, 4.7, 102
Fc1ccc2nc(Nc3nc4cc5c(cc4s3)OCCO5)sc2c1
 : 7, -11, -7, 2, 11, 1.2, -1.3, -2.8, 9, -2.4, 100
Cc1ccc(-c2nnc3sc(C4COc5ccccc5O4)nn23)cc1 (stereo unspecified)
 : 3, -12, 2, -5, -1, 2.6, 3.9, 0.0, 6, 0.2, 110
COc1ccc(NC(=O)CN(C)C(=O)Cc2ccc(S(=O)(=O)N3CCOCC3)s2)cc1
 : -12, -6, -7, 0, -12, 3.4, 6.5, 5.4, 1, 1.8, 107
CCOC(=O)C1CCN(C(=O)CN2C(=O)COc3ccc(C(C)(C)C)cc32)CC1
 : 1, 1, -7, -3, 14, -0.8, -1.4, -1.8, -11, -2.8, 91
Cc1ccc(Nc2nc(NCc3ccco3)c3ccccc3n2)cc1
 : -64, -3, -43, 11, -31, 0.3, 3.9, 4.3, -25, 6.6, x
NNC(=O)c1ccc(N2CCCCCC2)c([N+](=O)[O-])c1
 : -6, -4, 112, 13, 9, 3.6, 2.5, 1.1, 3, -1.9, 104
CCOc1ccc(CC(=O)N/N=C(\C)c2cccnc2)cc1OCC
 : 0, -6, -1, -7, 12, x, 3.2, x, 19, -2.1, 111
CCOC(=O)NC(=O)C(/C=N/c1sccc1C(=O)OC)=C(\C)O
 : -3, x, -20, -5, x, 2.9, 0.8, -0.7, 17, x, 98
COc1ccccc1N1CCN(C(=O)C2CCN(C(=O)c3ccccc3C)CC2)CC1
 : 5, -3, 43, 7, 11, 1.2, 0.6, -1.1, -2, -2.1, 105
CC(=O)c1ccc(N2CCN(C(=O)COc3ccccc3F)CC2)c(F)c1
 : 7, -15, 317, 8, 12, 6.0, 4.7, 1.9, -2, -2.2, 105
COc1cccc(-c2nnc(SC(C(=O)c3c[nH]c4ccccc34)c3ccccc3)n2C)c1 (stereo unspecified)
 : -1, -11, -9, -5, 13, 2.4, 3.6, -1.3, 98*, -2.8, 105
O=C(N/N=C/c1ccc(N2CCOCC2)o1)c1cccc(C(F)(F)F)c1
 : -3, -16, 47, -8, 10, 1.9, -0.2, 0.7, 9, -2.0, 94
Cc1cc(C)c2nc(C(F)(F)F)nc(NCCCN3CCCC3=O)c2c1
 : -3, 3, 102, x, 4, 0.3, 0.0, -2.1, 11, -0.6, x
CCCCn1cnc2cc(NCc3ccncc3)ccc21
 : -3, 9, 9, x, 7, 2.5, -0.8, -2.0, -3, -1.2, 119
CCOC(=O)N1CCN(C(=O)c2ccc(N(C)S(C)(=O)=O)cc2)CC1
 : 6, 7, 14, 9, 8, 1.7, -0.6, 0.7, -9, -1.8, x
C=COC(=O)CSc1nc(-c2cccs2)ccc1C#N
 : -5, 2, -2, 9, 0, 2.6, 1.6, -1.0, 4, 0.1, 99
c1ccc2sc(Cc3nnc4n3CCCCC4)nc2c1
 : 1, -10, -6, -33, -1, 0.7, 1.7, -1.7, 3, 0.1, 86
Cc1cnc(NC(=O)C2CCC(C(C)(C)C)CC2)s1 (stereo unspecified)
 : -2, -7, -15, 9, -37, -1.5, -0.8, -4.3, -3, 5.8, x
COc1ccccc1NC(=O)C1C2C=CC(C2)C1C(=O)NCc1cccnc1 (stereo unspecified)
 : 4, 3, 6, -4, 10, 1.9, -6.2, -0.5, -11, -2.1, 139
